# Screening results from PubChem.
# HT1080 IDH1KD tx: qHTS for induction of synthetic lethality in tumor cells producing 2HG: qHTS for the HT-1080-IDH1KD cell line. HT-1080 IDH1 knockdown viability, ATP luminescence, 48 h. Potency, µM (series often up to 46.1 µM), for inactives: at the top dose activity, negative = toxicity, most hits filed as cytotoxic. 360,000 compounds, 2% hits. AID 686971, 2013;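 also: potency is read from the fitted curve at half-maximal effect; 0% = DMSO wells and -100% = cell-free medium wells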
#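 HT-1080-IDH1KD cells (IDH1 knocked down), 750/well in RPMI with 5% FBS, treated with compound 48 h at 37 degrees C. Viability by CellTiter-Glo luminescence, normalised to DMSO and no-cell wells; concentration-response curves classed.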
# KB-3-1 tox: qHTS assay for MDR1-selective chemotherapeutics: Primary screen using the parental adenocarcinoma cell KB-3-1; KB-3-1 viability, CellTiter-Glo ATP luminescence, 72 h; 400,000 compounds, 1.4% hits; Potency, µM (titrated, usually from 46.1 µM), for inactives: top-dose activity change, negative = cytotoxic, actives largely listed as cytotoxic; also: potency is read from the fitted curve at half-maximal effect; % is scaled to controls: 0 for no effect and ±100 for the full control effect; nearly all actives have a fitted effect of over 60% in size
#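 KB-3-1 cells, DMEM (no phenol red) + 10% FBS; compound by pin transfer, 72 h, 37 °C. Readout: CellTiter-Glo luminescence after 10 min. Data normalized, curve-fitted.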
# HEK293 tox: qHTS of GLP-1 Receptor Inverse Agonists: Cytotox Screen. HEK293 cAMP-luciferase reporter cells, luminescence, 24 h. Potency, µM (series often up to 38.3 µM), for inactives: at the highest dose activity change, negative = inhibition, hits mostly inhibitors. 410,000 compounds, 0.13% hits. AID 624418, 2012;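 also: loss of luciferase light is scored as toxicity; potency is read from the fitted curve at half-maximal effect; % is scaled to controls: 0 for no effect and ±100 for the full control effect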
#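 Luminescence readout: signal drop marks cytotoxicity. Plated cells grew 12 h at 37 °C, 5% CO2, received 23 nL compound for 24 h, then got luciferase reagent, read after 12 min at RT.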
# DRD3 agonist: qHTS of D3 Dopamine Receptor Agonist: qHTS | D(3) dopamine receptor (Homo sapiens), P35462 | 410,000 compounds, 0.58% hits | D3R DiscoveRx beta-arrestin cells, luminescence, 90 min | max activation, %; in the data active = max activation above about 30%; also: 0% is about no effect; mostly tested at two doses, the higher about 12 µM
# Target sequence (P35462 whole entry, looked up): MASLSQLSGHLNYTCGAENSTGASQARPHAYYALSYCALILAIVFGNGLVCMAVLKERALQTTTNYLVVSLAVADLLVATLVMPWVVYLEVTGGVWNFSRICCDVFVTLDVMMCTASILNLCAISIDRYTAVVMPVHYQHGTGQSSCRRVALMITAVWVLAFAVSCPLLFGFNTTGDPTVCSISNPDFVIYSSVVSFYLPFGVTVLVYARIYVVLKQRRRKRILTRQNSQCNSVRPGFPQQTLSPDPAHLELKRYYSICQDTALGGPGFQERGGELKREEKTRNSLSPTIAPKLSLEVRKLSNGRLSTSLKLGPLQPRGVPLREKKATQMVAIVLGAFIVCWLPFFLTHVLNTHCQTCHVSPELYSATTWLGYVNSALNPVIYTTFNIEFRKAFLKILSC
#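 Agonist mode: compounds and dopamine controls were applied to plated cells for 90 min at 37 degrees C after an overnight attachment at 1500 cells/well. Luminescent read-out followed 30 - 60 minutes at room temperature with DiscoveRx detection reagent.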
# KB-V1 cytotox: qHTS assay for MDR1-selective chemotherapeutics: Primary screen using the drug-selected MDR subline cells KB-V1; KB-V1 MDR cells viability, CellTiter-Glo, 72 h; Potency, µM (series often up to 46.1 µM), without a hit: at the highest dose activity change, negative = cytotoxicity, most hits filed as cytotoxic; 400,000 compounds, 3.4% hits; also: potency is read from the fitted curve at half-maximal effect; % is scaled to controls: 0 for no effect and ±100 for the full control effect; nearly all actives have a fitted effect of over 60% in size
#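 Cytotoxicity toward P-gp-expressing KB-V1 cells was determined as loss of CellTiter-Glo luminescence after 72 h at 37 degrees C. Compounds were tested in quantitative HTS format across a concentration range, with curves fitted to normalized data.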
# MCF10A rerep: A quantitative high throughput screen for small molecules that induce DNA re-replication in MCF 10a normal breast cells; MCF 10A DNA re-replication, Hoechst nuclear intensity, 48 h; Potency, µM (doses to about 46.1 µM), inactives show at the top dose activity, positive = re-replication, hits mostly activators; 350,000 compounds, 2.9% hits; AID 624296, 2012; also: potency is read from the fitted curve at half-maximal effect; % of control where 0% means no effect; nearly all actives have a fitted effect of over 50% in size
# IL1B secr inh: qHTS for Inhibitors of Inflammasome Signaling: IL-1-beta AlphaLISA Primary Screen; activity change, % at 57.5 µM; THP-1 LPS/ATP IL-1B secretion, AlphaLISA, 16 h; hits give low values; 360,000 compounds, 4.7% hits; in the data active = activity change below about -50%; inconclusive = mostly about -30% to -49%; also: % is scaled to controls: 0 for no effect and ±100 for the full control effect
#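 THP-1 cells pretreated 1 hr with compounds (up to 57.5 uM final), then stimulated with LPS (250 ng/mL final) plus ATP (1.25 mM final); secreted IL-1B measured by AlphaLISA after 16 hr, decreased signal indicating inhibition.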
# SW480 rerep: A quantitative high throughput screen for small molecules that induce DNA re-replication in SW480 colon adenocarcinoma cells | 340,000 compounds, 1.8% hits | AID 624297, 2012 | Potency, µM (series often up to 46.1 µM), for the others: at the highest dose re-replication activation, usual class: activators | SW480 DNA re-replication, Hoechst DNA content imaging, 48 h; also: potency is read from the fitted curve at half-maximal effect; % of control where 0% means no effect; nearly all actives have a fitted effect of over 55% in size
#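 DNA re-replication was detected as more nuclei of elevated Hoechst intensity after 48 hr exposure to compound (23 nL pinned per well of 250 cells).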
# HT1080NT lethal: qHTS for induction of synthetic lethality in tumor cells producing 2HG: qHTS for the HT-1080-NT fibrosarcoma cell line | 360,000 compounds, 1.6% hits | Potency, µM (titrated, usually from 46.1 µM), inactives show at the highest dose activity, negative = less viability, hits mostly cytotoxic | HT-1080-NT fibrosarcoma viability, CellTiter-Glo ATP luminescence, 48 h;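 also: NT is the 2HG producing partner of a matched IDH1 knockdown line; potency is read from the fitted curve at half-maximal effect; 0% = DMSO-treated cells and -100% = media-only wells without cells; nearly all actives have a fitted effect of over 55% in size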
#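 Fibrosarcoma NT cells, 750 per well in 5% FBS RPMI, were exposed to compound for 48 hours. Viability: CellTiter-Glo luminescence.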
# * = called active by the depositor; ? = inconclusive; . = not tested or not shown; [ ] = dose if it differs, or a comment. Unless noted, calls follow the shape of the dose curve; as a rule, active = well fitted curve in the direction sought with a large enough effect; inconclusive = small, poorly fitted or top-dose-only effect, or another doubt; inactive = no such curve, though single readings can be large; an effect the other way counts as inactive or inconclusive.
molecule,HT1080 IDH1KD tx,KB-3-1 tox,HEK293 tox,DRD3 agonist,KB-V1 cytotox,MCF10A rerep,IL1B secr inh,SW480 rerep,HT1080NT lethal
O=C(c1ccccc1N(Cc1ccccc1)S(=O)(=O)c1ccccc1)N1CCOCC1,-3.8%,-8.6%,3.2%,-4.4,-20.8%,8.6%,-17.6,3.6%,1.4%
CCOC(=O)c1c(/N=C/N(C)C)sc(C)c1C,14.0%,15.1%,4.9%,-5.0,0.0%,0.6%,-2.1,-6.9%,-2.3%
Cn1c(N)c(C(=O)COC(=O)c2cc3ccccc3cc2O)c(=O)n(C)c1=O,14.4%,-1.6%,-1.4%,6.6,14.4%,1.9%,12.5,-11.3%,11.1%
COCCn1c(=O)[nH]c2cc(C(=O)N3CCN(c4cccc(Cl)c4)CC3)ccc2c1=O,-3.7%,-16.4%,-7.0%,20.1,1.9%,?,-25.7,?,10.9%
C=CCn1c(SCC(=O)c2c(N)n(C)c(=O)n(C)c2=O)nc2sc(C)c(C)c2c1=O,6.9%,-15.5%,-5.6%,24.4,-1.1%,2.5%,-0.2,0.5%,0.1%
CCOC(=O)C1CCN(c2nnc(N3CCCC3=O)s2)CC1,19.1%,-0.9%,-10.5%,4.1,25.2%,2.9%,10.0,-9.6%,12.4%
CCCCOCCOC(=O)C1OC1(C)c1ccccc1 (configuration not stated),8.3%,2.0%,-4.5%,3.0,3.4%,.,9.1,.,2.7%
CCCN(CC(=O)Nc1ccccc1C)C(=O)c1ccc2[nH]c3c(c2c1)CC(C)CC3 (configuration not stated),?,?,-15.1%,21.9,-30.3%,1.3µM*,?,-3.7%,?
CCCNC(=O)c1cc(C2CCCCN2C(=O)c2ccc(NC(C)=O)cc2)on1 (configuration not stated),19.9%,0.0%,-2.8%,7.8,9.4%,.,-2.2,.,10.2%
CCc1ccccc1NC(=O)CSc1nnc([C@@H]2CCCN2C(=O)OC(C)(C)C)o1,8.8%,?,-7.8%,6.8,-6.3%,-4.2%,?,29.7%,10.5%
CCN1C(=O)[C@@H]2[C@H](C1=O)[C@@H]1C(=O)Nc3ccccc3C(=O)N1[C@@H]2c1ccccc1,2.8%,9.4%,10.9%,-11.8,?,-30.4%[inhibitor],17.4,?,5.1%
Nc1nc(-c2cccnc2)nn1C(=O)Cc1ccccc1,16.5%,-1.7%,-7.4%,10.3,15.2%,27.5%,0.7,-7.4%,9.8%
CCOC(=O)Cc1csc(NC(=O)COc2ccccc2OC)n1,-0.9%,-2.2%,1.4%,-8.1,0.3%,-6.5%,-13.3,-2.7%,4.6%
CCCCN1C(=O)C(CC(=O)NCCCN(C)C)CC(C(=O)N(C)C)=C1C (configuration not stated),2.8%,-0.8%,2.2%,-1.6,8.8%,.,6.0,.,-0.7%
Cc1cccc(N2CCN(Cc3nc(-c4cccc(Oc5ccccc5)c4)oc3C)CC2)n1,-11.9%,-1.1%,2.7%,-0.8,-6.9%,24.6%,26.7,0.8%,-9.3%
CCc1ccc(-c2nc(SCC(=O)NCC3CCCO3)c(-c3ccc(C)cc3)[nH]2)cc1 (configuration not stated),.,-1.1%,1.7%,-4.4,-0.8%,.,.,.,.
CC(=O)Nc1ncnc2c1c(-c1ccc(Cl)cc1)nn2C(C)(C)C,-18.5%,-2.6%,?,-10.2,-5.1%,?,93.5,-17.2%,-19.3%
Cn1cccc1C(=O)OCC(=O)N1CCN(c2ccccc2)CC1,5.1%,-2.1%,-4.9%,-2.0,-1.4%,7.2%,5.6,-3.4%,0.3%
Cn1c(CCNC(=O)c2ccc(Cl)c(Cl)c2)nnc1SCc1ccc(Cl)c(Cl)c1,5.6%,?,1.8%,0.3,?,-0.5%,20.0,-6.7%,-2.4%
CCCCCCCCN1C(=O)[C@H](CC(=O)NCc2cccc(C(F)(F)F)c2)C[C@@]2(C(=O)OC)CC(C)(C)CC=C12,?,?,-20.5%,9.7,23.1µM*,.,-22.1,.,?
COc1ccc(NC(=O)COc2ncnc3ccccc23)cc1S(=O)(=O)N1CCOCC1,15.5%,?,18.1%,1.4,-0.7%,-3.6%,-0.9,-1.8%,1.3%
Cc1ccc(NS(=O)(=O)c2cccc([N+](=O)[O-])c2)nc1,-4.7%,-3.3%,-0.2%,5.6,1.3%,-3.9%,-7.1,-2.3%,18.6%
Oc1c(C(c2ccc(Cl)cc2Cl)N2CCN(Cc3ccccc3)CC2)sc2nc(-c3ccco3)nn12 (configuration not stated),.,8.5%,-7.9%,-6.8,12.3%,.,.,.,.
O=C(NCCc1ccccc1)Nc1ccc2c(c1)OCO2,3.6%,-0.8%,-33.6%,3.4,8.5%,-0.2%,5.7,?,3.5%
C=CC(=O)Nc1cccc(Oc2ncnc3[nH]cc(-c4cnc5ccccc5c4)c23)c1,-8.7%,-3.9%,0.8%,2.0,15.8%,3.9%,-17.2,10.5%,-22.2%
COc1ccc(/C=C/C2=NN(Cc3ccccc3)C(=O)CC2)cc1,-7.5%,5.3%,-3.6%,3.8,-2.5%,17.2%,-6.2,-9.1%,5.3%
COc1cccc(C2SCC(=O)N2c2ccc(Cl)cc2)c1OC (configuration not stated),-1.9%,-1.9%,0.3%,-27.8,-12.8%,-2.0%,-7.8,10.0%,-2.7%
O=C(Cc1csc(-c2cccc(Cl)c2)n1)Nc1cccc(S(=O)(=O)NC2=NCCC2)c1,-17.0%,?,2.3%,1.5,1.9%,18.7%,-25.2,-11.0%,-0.3%
CC1CCCC(NC(=O)COC(=O)c2ccccc2[N+](=O)[O-])C1C (configuration not stated),-1.6%,-20.0%,-5.8%,-4.9,-7.3%,10.7%,16.3,0.2%,3.1%
CCCc1cc2c(OC(=O)CC)c(-c3ccc(C(=O)OCC)o3)c(=O)oc2cc1OC,-7.3%,4.8%,63.0%[activator],1.3,-0.4%,20.6µM*,19.8,?,-5.1%
O=C(Nc1ccccc1Cc1ccccc1)C1CC(=O)N(c2ccc3c(c2)OCCO3)C1 (configuration not stated),9.7%,7.9%,-17.2%,0.3,-15.9%,0.6%,-4.7,-2.3%,9.4%
COC(=O)CNC(=O)C(CCSC)NC(C)=O (configuration not stated),3.0%,-4.1%,2.5%,3.6,0.0%,-20.2%,12.8,-7.5%,5.1%
Cc1ccc(C(=O)N2CC(=O)Nc3ccc(F)cc3C2c2ccc(F)cc2)cc1[N+](=O)[O-] (configuration not stated),-19.7%,-16.7%,-15.3%,-6.6,-17.2%,4.1%,0.0,?,-15.3%
CN(CCOc1ccc(Cl)cc1)CC(=O)Nc1ccc(OC(F)(F)F)cc1,?,12.0%,40.5%[activator],-0.6,-2.0%,25.3%,-27.3,-11.4%,-10.2%
Cc1ccc(NS(=O)(=O)c2c(C)nc3sccn3c2=O)c(C)c1,4.9%,2.2%,11.4%,3.2,1.7%,-4.2%,59.8,-14.5%,0.3%
Cc1ccc(NC(=O)c2cnc(N3CCCC3)nc2C)cc1F,.,2.5%,5.1%,5.3,1.9%,.,.,.,.
COc1cc(OC)c(Nc2ncnc3onc(-c4cccc(Cl)c4)c23)cc1Cl,.,0.5%,13.8%,6.0,-22.6%,.,.,.,.
CC(C)CS(=O)(=O)C1=NSC2=NC(=O)/C(=C\c3ccc(OC(=O)c4ccco4)cc3)C(=N)N21,8.6%,1.5%,-20.1%,6.7,12.6%,0.1%,11.3,-10.9%,3.8%
Cc1nnc(SCC(=O)Nc2ccc(S(=O)(=O)N3CCCCC3)cc2)s1,0.4%,-0.8%,0.9%,2.7,30.5%,0.8%,19.7,-2.5%,-7.5%
CC(C)C(=O)NC(=S)Nc1ccc(S(=O)(=O)N2CCN(C)CC2)cc1,-0.6%,0.0%,-0.4%,-10.2,-8.2%,4.1%,0.0,.,-2.3%
Cc1ccc(-c2nc(CCNC(=O)c3ccco3)cs2)cc1,-0.1%,-2.1%,-12.6%,2.7,?,16.8%,-2.1,-4.9%,6.8%
CCC(CC)n1[nH]c(=O)cc1N,8.2%,-2.0%,2.7%,-1.6,11.8%,2.3%,13.3,-4.0%,23.5%
Cc1nc(CSc2nnc(C)s2)cs1,7.0%,-6.5%,-6.0%,-6.1,?,-21.8%,1.0,-2.6%,4.1%
Cc1ccc(C(=O)OCC(=O)NCc2ccc3c(c2)OCO3)s1,15.2%,-1.8%,-6.4%,7.1,14.5%,-2.4%,23.2,11.4%,17.2%
O=C(NCC(c1ccco1)N1CCCC1)c1ccc(S(=O)(=O)Nc2ccccc2F)cc1 (configuration not stated),14.5%,-3.4%,-4.3%,-4.5,14.2%,20.8%,2.6,-2.3%,7.3%
C/C(=C\c1cccs1)C(=O)c1c(C)cc(C)[nH]c1=O,0.0%,14.9%,-8.6%,3.6,4.9%,0.8%,-3.0,?,4.9%

# Reformatted with values under each structure: part of the list above
# Values run as follows: HT1080 IDH1KD tx	KB-3-1 tox	HEK293 tox	DRD3 agonist	KB-V1 cytotox	MCF10A rerep	IL1B secr inh	SW480 rerep	HT1080NT lethal
O=C(Nc1ccccc1Cc1ccccc1)C1CC(=O)N(c2ccc3c(c2)OCCO3)C1 (configuration not stated)
 : 9.7%	7.9%	-17.2%	0.3	-15.9%	0.6%	-4.7	-2.3%	9.4%
COC(=O)CNC(=O)C(CCSC)NC(C)=O (configuration not stated)
 : 3.0%	-4.1%	2.5%	3.6	0.0%	-20.2%	12.8	-7.5%	5.1%
